Screens from PubChem BioAssay.
AmpC inh no detg: AmpC beta-lactamase inhibition without detergent | P00811 | AmpC nitrocefin hydrolysis, absorbance 480 nm, 0.0001% Triton | Potency, µM (titrated, usually from 57.1 µM), for inactives: at the highest dose activity change, negative = inhibition, usual class: inhibitors | 0.52% of 330,000 active;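 further: potency means the concentration at half of the fitted maximal effect; plate controls were no compound for no effect and no enzyme for full effect; nearly all actives have a fitted effect of over 20% in size; some results filed as inactive show a strong effect at the top dose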
Target sequence (P00811 whole entry, looked up): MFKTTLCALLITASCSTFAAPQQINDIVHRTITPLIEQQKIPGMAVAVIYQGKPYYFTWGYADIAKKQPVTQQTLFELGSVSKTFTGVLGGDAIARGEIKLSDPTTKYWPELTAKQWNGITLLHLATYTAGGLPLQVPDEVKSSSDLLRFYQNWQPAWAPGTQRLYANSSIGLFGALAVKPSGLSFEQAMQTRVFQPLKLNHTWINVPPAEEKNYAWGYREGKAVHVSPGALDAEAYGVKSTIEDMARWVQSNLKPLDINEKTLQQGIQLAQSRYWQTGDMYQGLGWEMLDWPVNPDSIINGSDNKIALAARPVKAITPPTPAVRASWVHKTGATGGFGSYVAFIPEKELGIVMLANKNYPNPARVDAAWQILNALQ
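AmpC (5.3 nM in the dispensed reagent) in 20 mM phosphate pH 7.0 with 0.01% (detergent screen) or 0.0001% Triton X-100 was preincubated with compounds for 15 min at room temperature. Nitrocefin was then added from an 800 uM solution, and hydrolysis was followed at 480 nm.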
HCMV antiviral: blocks human cytomegalovirus replication. HFF cells, HCMV-luciferase reporter, 72 h; active compounds read low. activity change, negative = inhibition, % at 57.5 µM. 4.5% of 410,000 active. AID 1259415; in the data active means activity change below about -60%; inconclusive means no clear call, values can overlap the other calls; inactive means above about -39%
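Human foreskin fibroblasts infected with luciferase-reporter HCMV at MOI 1 PFU/cell, compounds at two doses. Luciferase measured 72 h post infection; normalized to buffer-only basal and Salinomycin (10uM) controls.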
HCV inhibitor: blocks hepatitis C virus | Huh7.5.1 HCVcc-Cre infection, luciferase reporter, 44 h | Potency, µM (highest dose often 41.8 µM), for the others: at the highest dose activity change, negative = inhibition, usual class: inhibitors | 3.4% of 340,000 active; further: potency means the concentration at half of the fitted maximal effect
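Infectious HCV cell culture screen: compound-treated cells (1,000/well, pre-plated 4 h) are infected with HCVcc-Cre at roughly 0.5 moi and grown 44 h. Infection is quantified by luciferase signal after 15 min substrate incubation at room temperature.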
FBPA Giardia inh: blocks Giardia fructose-bisphosphate aldolase activity. purified Giardia FBPA. 0.71% of 290,000 active. A8B2U2. Potency, µM (titrated, usually from 59.6 µM), for the others: at the top dose activity, negative = inhibition, usual class: inhibitors; further: potency means the concentration at half of the fitted maximal effect; nearly all actives have a fitted effect of over 55% in size
Target sequence (A8B2U2 whole entry, looked up): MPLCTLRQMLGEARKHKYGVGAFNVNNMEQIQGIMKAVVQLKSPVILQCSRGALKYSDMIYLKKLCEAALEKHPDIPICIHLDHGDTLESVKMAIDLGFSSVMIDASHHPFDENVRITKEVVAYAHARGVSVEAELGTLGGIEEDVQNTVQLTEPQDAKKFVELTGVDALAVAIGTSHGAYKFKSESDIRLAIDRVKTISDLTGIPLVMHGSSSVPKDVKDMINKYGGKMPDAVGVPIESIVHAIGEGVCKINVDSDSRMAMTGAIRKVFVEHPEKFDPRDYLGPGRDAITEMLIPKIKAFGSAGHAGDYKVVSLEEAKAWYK
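40 nM FBPA preincubated 10 min at RT with compound (up to 57.5 uM final), then substrate plus GAPDH/TPI/NAD/arsenate coupling and diaphorase/resazurin added. Fluorescence read after 20 min at RT, 525/598 nm.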
Sm TGR block: S. mansoni TGR enzyme inhibition; 3% of 360,000 active; Q962Y6; purified TGR, DTNB reduction, TNB absorbance 405 nm; Potency, µM (highest dose often 114 µM), for inactives: at the highest dose activity change, negative = inhibition, hits mostly inhibitors; further: potency means the concentration at half of the fitted maximal effect; nearly all actives have a fitted effect of over 60% in size
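TGR 20 nM + NADPH 100 uM (dispensed conc.), cpd preinc 15 min RT; start with NADPH (500 uM addition) then DTNB (15 mM addition). Kinetic TNB absorbance, 405 nm filter. Four-parameter Hill fit across titration.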
AmpC detergent: blocks E. coli AmpC beta-lactamase in detergent assay; AID 485294; Potency, µM (highest dose often 114 µM), for inactives: at the top dose activity change, negative = inhibition, most hits filed as inhibitors; 0.041% of 370,000 active; AmpC hydrolysis of nitrocefin, absorbance 480 nm, 0.01% Triton;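 further: potency means the concentration at half of the fitted maximal effect; 0% = no-compound wells and -100% = no-enzyme wells; nearly all actives have a fitted effect of over 25% in size; some results filed as inactive show a strong effect at the top dose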
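AmpC (5.3 nM in the dispensed reagent) in 20 mM phosphate pH 7.0 with 0.01% (detergent screen) or 0.0001% Triton X-100 was preincubated with compounds for 15 min at room temperature. Nitrocefin was then added from an 800 uM solution, and hydrolysis was followed at 480 nm.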
Active calls of the source: *; u = inconclusive; x = no result given; & = joins results of further samples; [ ] = dose if it differs, or a comment. Unless noted, the call rests on the fitted dose curve; in most records, active means well fitted curve in the direction sought with a large enough effect; inconclusive means small, poorly fitted or top-dose-only effect, or another doubt; inactive means no such curve, though single readings can be large; an effect the other way counts as inactive or inconclusive. Unless noted, on the % scale 0 is the no-effect control and ±100 the full control effect.

SMILES	AmpC inh no detg	HCMV antiviral	HCV inhibitor	FBPA Giardia inh	Sm TGR block	AmpC detergent
Nc1nonc1-c1noc(CCCCCN2C(=O)c3ccccc3C2=O)n1	-16%	31	-3%	9%	5%	3%
COC(=O)c1cc(S(=O)(=O)NCCc2sccc2C)c[nH]1	-28%	-35	-11%	x	-3%	-7%
COc1ccc(N(CC(=O)Nc2c(C)n(C)n(-c3ccccc3)c2=O)S(=O)(=O)c2ccccc2)cc1OC	-10%	-5	u	2%	-4%	-4%
O=C1CCN(S(=O)(=O)c2ccccc2)CCN1CCOCc1cccc(F)c1	44%	16	3%	7%	4%	13%
O=C(N/N=C/c1ccco1)/C(=C/c1cccc([N+](=O)[O-])c1)NC(=O)c1ccccc1	-31%	17	-4%	-1%	-23%	u
O=C(NCc1ccccn1)C1CCN(S(=O)(=O)N2CCCCC2)CC1	-8%	7	8%	0%	-12%	-2%
COc1ccc(CCN2C(=O)c3ccccc3NC2c2cc(Cl)c(O)c(OC)c2)cc1 (stereo unspecified)	-19%	-20	-13%	-3%	-33%	-8%
CC(C)(C)NC(=O)CSc1nnc(CN2CCCCCC2=O)n1-c1ccccn1	-8%	17	6%	0%	-8%	u
O=C(N/N=C/c1cc([N+](=O)[O-])ccc1Cl)c1cnccn1	-1%	-27	-22%	-16%	15%	4%
CCOC(=O)CCCn1ccc2cc(S(=O)(=O)N3CCCC3)ccc21	4%	-23	-12%	x	-33%	1%
Cc1cc(C)c(NC(=O)c2cc3c(nc4sccn43)s2)c(C)c1	-12%	u	-8%	-1%	u	u
CC(=O)CC(=O)Nc1cccc2c1CCCC2	-1%	-2	4%	5%	-3%	u
CC(=O)NC(CCCNC(=S)NC1CCCCC1)C(=O)O (stereo unspecified)	-9%	2	9%	-15%	x	1%
CSCC[C@H](NC(=O)N1CCn2c1nc1ccccc12)C(=O)N[C@@H](C(=O)O)c1ccccc1	-19%	25	6%	15%	-18%	u
CCOc1ccc(C(=O)CSc2nnc3ccccn23)cc1	-8%	9	0%	4%	-15%	u
COc1ccc(S(=O)(=O)Nc2ccccc2OC)cc1NC(=O)Cc1cccs1	-34%	u	u	0%	-14%	u
Cc1ccc(C)c(N2CCN(CCCNC(=O)Cn3ncc4c5ccccc5n(C)c4c3=O)CC2)c1	x	-60*	x	x	22%	17%
COc1cc(CCC(=O)Nc2c(C(=O)N3CCN(c4ccccc4)CC3)oc3ccccc23)on1	33%	19	-21%	-10%	-15%	-10%
O=C(NCc1ccccc1)C1=C[C@H](C2CC2)C[C@H](OCc2ccc(CO)cc2)O1	-1%	7	-3%	-6%	-20%	-1%
CCOC(=O)C1=CC[C@@H](c2ccccc2Cl)N(S(=O)(=O)c2ccc(C)cc2)[C@H]1C(=O)OCC	38%	-19	u	x	1%	7%
CCN(CC)C(=O)c1[nH]cnc1C(=O)Nc1cccc(C)c1	-17%	16	-7%	x	-5%	4%
O/N=C/c1cc(Cl)ccc1OCc1ccccc1Cl	-44%	-8	-11%	0%	12%	8%
Cc1cccc(NC(=O)NCCOCCn2c(=O)oc3ccccc32)c1C	x	19	x	x	-3%	14%
COc1ccccc1NC(=O)CSc1oc(-c2ccccc2)nc1S(=O)(=O)c1ccc(C)cc1	x	-16	x	x	0%	6%
COc1ccc(/C=N/NC(=O)C(C)n2cnc3ccccc3c2=O)cc1OC (stereo unspecified)	-31%	37	7%	4%	-5%	-4%

Full records as entered above. Order of screens: AmpC inh no detg | HCMV antiviral | HCV inhibitor | FBPA Giardia inh | Sm TGR block | AmpC detergent
O=C(NCc1ccccn1)C1CCN(S(=O)(=O)N2CCCCC2)CC1 reads -8% | 7 | 8% | 0% | -12% | -2%
COc1ccc(N(CC(=O)Nc2c(C)n(C)n(-c3ccccc3)c2=O)S(=O)(=O)c2ccccc2)cc1OC reads -10% | -5 | u | 2% | -4% | -4%
O=C(N/N=C/c1ccco1)/C(=C/c1cccc([N+](=O)[O-])c1)NC(=O)c1ccccc1 reads -31% | 17 | -4% | -1% | -23% | u

More structures.
SMILES	AmpC inh no detg	HCMV antiviral	HCV inhibitor	FBPA Giardia inh	Sm TGR block	AmpC detergent
COc1cc2c(cc1NC(=O)CSc1cccc[n+]1[O-])oc1ccccc12	186%[activator]	9	u	-7%	-5%	-14%
CC(=O)c1ccc(OCC(=O)c2ccc(-c3ccccc3)cc2)cc1	-27%	-21	4%	3%	6%	-1%
Nc1nc(-c2ccccc2Br)cs1	-20%	16	4%	-8%	-1%	1%
COc1cc2c(cc1OC)-c1cc(NC3CCCCCC3)nc(=O)n1CC2	-19%	-5	-8%	7%	4%	0%
CCCCNC(=O)COCc1cc(-c2ccc3c(c2)OCO3)on1	-16%	50	-11%	2%	-12%	-9%
CC(C)c1ccc(S(=O)(=O)Nc2ccc(O)c(Sc3ncn[nH]3)c2)cc1	-30%	u	-21%	x	u	3%
CCOC(=O)CC(=O)CSc1nc2ccccc2c(=O)n1-c1ccc(C(=O)NCCOC)cc1	43%	u	-8%	0%	0%&0%	u
COc1ccc(-c2[nH]ncc2CN(C)C(C)c2ccon2)cc1F (stereo unspecified)	-2%	-21	4%	3%	8%	4%
O=C(NCCc1ccc(Cl)cc1Cl)c1cc([N+](=O)[O-])c[nH]c1=O	-37%	-23	-3%	-2%	-8%	-4%
CC(=O)Nc1ccccc1NC(=O)C/C(C)=N/NC(=O)c1ccncc1	-23%	-89*	24%	-17%	x	u
Cc1cc(OCCN2CCOCC2)ccc1[N+](=O)[O-]	-39%	139	38%[activator]	-25%	-8%	u
Cc1cccc(NC(=O)C2CCN(S(=O)(=O)c3ccc4[nH]c5c(c4c3)CCCCC5)CC2)c1	x	0	x	x	11%	2%
CCOC(=O)/C(N=Nc1ccc(F)cc1)=C(/O)c1ccc([N+](=O)[O-])cc1	-15%	-7	-1%	2%	-7%	5%
Cc1c(C(=O)Nc2ccccc2)oc2c1C(=O)CC(C)(C)C2	-11%	-27	-18%	7%	6%	-1%
c1ccc(-n2nnnc2SCc2cccc3nsnc23)cc1	-36%	19	u	0%	1%	-10%
Cc1cccc(/C=N/NC(=O)c2c(-c3ccccc3)noc2C)c1O	-23%	-113*	u	x	-15%	3%
CCn1c(NC(=O)c2cccs2)nc2ccccc21	-19%	81	-10%	u	6%	-3%
Cc1ccc(OCC(O)Cn2c(=N)n(Cc3ccccc3)c3ccccc32)cc1 (stereo unspecified)	4%	-74*	u	0%	-10%	-4%
COc1ccc(-n2c(Cc3cc(=O)[nH]c(=O)[nH]3)nnc2SCC(=O)NC2CCCC2)cc1	2%	8	8%	1%	-21%	u
O=C1OC(N2C(=O)CC[C@H]2C(=O)Nc2cccc(F)c2)c2ccccc21 (stereo partly specified)	-23%	2	4%	-5%	3%	u
Cc1cc(NC(=O)COC(=O)c2c(C)nn(Cc3ccccc3)c2Cl)no1	-42%	-18	2%	3%	2%	-14%
O=C(N/N=C/C=C\c1ccccc1[N+](=O)[O-])c1cccnc1	-29%	-13	2%	-11%	10%	7%
CC(=O)N1c2ccccc2C(=O)C1N1CCCCC1 (stereo unspecified)	-12%	64	5%	-9%	0%	u
O=C(O)/C=C/C(=O)NNC(=O)c1ccc(Br)cc1	-25%	-10	1%	20%	u	0%
Cc1ccc2c(C)c(C(=O)N3CCC(N4CCC(C(=O)NC5CC5)CC4)CC3)oc2c1	59%	19	8%	1%	3%	-1%
SMILES	AmpC inh no detg	HCMV antiviral	HCV inhibitor	FBPA Giardia inh	Sm TGR block	AmpC detergent
COCCNC(=O)c1ccccc1NC(=O)CN(c1ccc2c(c1)OCO2)S(C)(=O)=O	-16%	4	7%&-2%	7%	11%	2%
Cc1ccc(C2=CC(c3ccc(N(C)C)cc3)n3nnnc3N2)cc1 (stereo unspecified)	-21%	-76*	u	-11%	u	-6%
COC(=O)C1C(=O)c2c([nH]c(C(=O)OCC3CCCO3)c2C)CC1C (stereo unspecified)	10µM*	55	u	-9%	-2%	u
CCc1ccccc1OCC(=O)Nc1ccc(N2CCCC2)cc1C	39%	x	u	x	16µM*	-1%
CC(=O)c1cc2c(cc1NS(=O)(=O)c1ccccc1F)OCO2	-30%	28	-10%	5%	-4%	-2%
O=S(=O)(c1cc(Cl)ccc1Cl)N1CCc2ccccc21	-21%	-38	-6%	7%	1%	-4%
CSc1nnc(SCC(=O)Nc2ccc3[nH]c(=O)[nH]c3c2)s1	-8%	0	6%	x	-21%	-2%
Cc1cc(C)c(C)c(S(=O)(=O)NC2CCN(Cc3ccccc3)CC2)c1C	122%[activator]	2	-6%	-1%	-8%	-14%
Cc1cccc(Nc2nnc(SCC(=O)c3ccc(Br)s3)s2)c1C	u	u	u	-11%	-1%	-1%
CCc1cc(=O)oc2c(C)c(OCC(=O)N3CCC[C@@H]3C(=O)O)ccc12	-20%	10	u	10%	15%	-15%
O=C(c1ccc(Br)cc1)C1CCc2occc2C1=O (stereo unspecified)	-50%	-12	u	-19%	56µM*	1%
O=C(Cc1ccccc1)Nc1ccccc1C(=O)N1CCCCCC1	-4%	14	-7%	4%	6%	3%
COC(=O)/C(=C\Nc1ccc(OC)cc1)NC(=O)c1ccc(Cl)cc1Cl	x	-9	u	-1%	3%	7%
Cc1nnc(SCc2cnc(-c3ccccc3)o2)[nH]c1=O	-20%	-36	-1%	-2%	-11%	u
COc1ccc(CNS(=O)(=O)c2ccc(-c3ccc(=O)[nH]n3)o2)cc1	-10%	-40	13%	x	89µM*	0%
Cc1onc(-c2ccccc2Cl)c1C(=O)NC(=S)Nc1ccc(C(C)(C)C)cc1	-25%	9	-24%	-5%	5%	-2%
Cc1nc2ccccc2c(=O)n1NC(=O)c1ccco1	-23%	6	-19%	3%	-7%	-4%
COc1cccc(C2=NOC(C(=O)N3CCC4(CC3)OCCO4)C2)c1 (stereo unspecified)	-6%	114	15%	7%	11%	-10%
CC1(C)CC(=O)C(C(C2=C(O)CC(C)(C)CC2=O)c2ccco2)C(=O)C1 (stereo unspecified)	-44%	92	18%	x	u	-12%
O=C(CCCC1=NS(=O)(=O)c2ccccc2N1)N1CCN(c2ccc([N+](=O)[O-])cc2)CC1	-22%	-18	-17%	x	-12%	2%
CC(C)(C)c1cc(NCc2ccccn2)n2ncc(-c3ccc(Cl)cc3)c2n1	-13%	-15	u	-3%	0%	-10%
CCOC(=O)C1(CCCc2ccccc2)CCN(C(=O)c2cnc(C)cn2)CC1	199%[activator]	u	-18%	14%	8%	-9%
CC(OC(=O)CCOc1ccccc1)C(=O)NC1CC1 (stereo unspecified)	-4%	-18	20%	x	-3%	-7%

Sorted by formula weight (largest number first): 3 of the compounds above
SMILES	AmpC inh no detg	HCMV antiviral	HCV inhibitor	FBPA Giardia inh	Sm TGR block	AmpC detergent
CCc1cc(=O)oc2c(C)c(OCC(=O)N3CCC[C@@H]3C(=O)O)ccc12	-20%	10	u	10%	15%	-15%
O=C(c1ccc(Br)cc1)C1CCc2occc2C1=O (stereo unspecified)	-50%	-12	u	-19%	56µM*	1%
Cc1nc2ccccc2c(=O)n1NC(=O)c1ccco1	-23%	6	-19%	3%	-7%	-4%
